High-throughput results as filed in PubChem.
PriA SSB inh – inhibitors of Klebsiella pneumoniae PriA binding to SSB C-terminal tail, primary screen, biochemical, AlphaScreen | PriA–SSB C-terminal tail interaction (Klebsiella pneumoniae) | AlphaScreen SSBct-PriA binding, biotinylated peptide | inhibition, % at 33 µM | hit rate 0.6% among 430,000 | AID 1272365, 2023; in the data active means inhibition mostly above about 37%, no sharp cut-off; inactive means mostly below about 20%;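 further: plate controls were negative control peptide for no effect and reference peptide for full effect; strong numbers were not always called active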
An asterisk follows results filed as active; i = inactive; & = joins results of further samples. The list is partial; rates above refer to the full screens.

nr | mol | PriA SSB inh
1 | O=C(NCCc1ccc(F)cc1)c1ccc(Cn2cnc3ccccc32)o1 | -8
2 | COc1ccc(Cl)cc1C(=O)Nc1ccc(-n2nnn(C)c2=O)cc1 | -4
3 | COc1cc(C(=O)NN=Cc2ccc(OC(=O)c3cccc(C)c3)cc2)ccc1O | 0
4 | CCOCC(=O)Nc1c(C)nc2cc(C)ccn2c1=O | -10
5 | Cc1nn(-c2ccccc2)c(C)c1C=NNC(=O)CSc1nc2ccccc2c(=O)n1-c1ccccc1 | 7
6 | CN(C)C=NC1=C(C#N)C(c2cccs2)c2ccc3ccccc3c2O1 (configuration not stated) | 6
7 | COc1ccccc1-c1cc2c(SCC(=O)Nc3cccc(Br)c3)nccn2n1 | -1
8 | Cc1cc(C(=O)Nc2cnoc2)no1 | 29
9 | O=C(C[C@@H]1C/C=C/CCC(=O)OC[C@@H]2CCCN2C1=O)N[C@@H](CO)Cc1ccccc1 | 8
10 | CCOC(=O)c1c(NC(=O)c2ccc(S(=O)(=O)N3CC(C)OC(C)C3)cc2)sc2c1CCC2 (configuration not stated) | -8
11 | CC(=NOC(=O)c1cccc(C(F)(F)F)c1)c1sc(-c2ccccc2)nc1C | -11
12 | Cc1ccc2c(Nc3ccc4c(c3)OCCO4)c(C(=O)N3CCC[C@H](C)C3)cnc2n1 | -9
13 | O=C(CSCc1ccccc1)Nc1cc(-n2cccn2)ncn1 | -3
14 | COc1ccc(NN=C(C)c2cnnc(-c3ccccc3)n2)cc1 | 6
15 | O=C(c1ncn[nH]1)N1CCc2nc3ccccn3c(=O)c2C1 | -13
16 | COC(=O)c1ccc(NC(=O)CSc2nnc(C(C)C)c3cnn(-c4ccccc4OC)c23)cc1 | -6&-4
17 | COc1cccc(C(O)=C2C(=O)C(=O)N(c3ccccn3)C2c2ccc(OC)c(OC)c2)c1 (configuration not stated) | 11
18 | CC(O)(CNC(=O)c1cc(-c2ccco2)on1)c1cc2ccccc2o1 (configuration not stated) | 7
19 | COCc1cc(C=NNC(=O)Cc2ccc(Cl)cc2)ccc1OC | 6
20 | Cc1cc2c(=O)n(C)c(SCC(=O)NCCc3ccccc3)nc2s1 | -14
21 | O=C1Nc2ccc(S(=O)(=O)Nc3ccc(N=Nc4ccccc4)cc3)c3cccc1c23 | 31
22 | COc1ccc(OC)c(C=Nc2oc(-c3ccco3)c(-c3ccco3)c2C#N)c1 | 5
23 | COc1ccc(-c2ccc(=O)n(CCN3CCN(S(=O)(=O)c4ccc(Cl)s4)CC3)n2)cc1 | -10&-8
24 | CC(=NNc1nc(C)cc(-c2ccccc2)n1)c1ccc(F)cc1 | -6
25 | O=C(Nc1ccn2nccc2c1)c1ccc2ncsc2c1 | -2
26 | O=C(Cc1nnc(NC(=O)c2ccccc2)s1)NN=Cc1ccc(O)cc1 | -6
27 | Cc1nn(C)c(C)c1C(=O)NCCn1nc(-c2cccs2)cc1C | -11
28 | Cc1cc(C)c(-n2c(O)c(C=NN3CCCCC3c3cccnc3)c(=O)[nH]c2=O)c(C)c1 (configuration not stated) | -6
29 | O=C(COc1ccc(Cl)cc1Cl)NCCn1ccc(-c2ccsc2)n1 | -2
30 | CCn1ccc(C(=O)Nc2ccc3nc(N4CCN(C)CC4)sc3c2)n1 | -6&-2
31 | Cc1ccc(-n2ncc3c(N4CCC[C@H](C)C4)ncnc32)c(C)c1 | -16
32 | CC1(C)CC(=O)CC(=NNC(=O)c2ccc(-c3ccccc3)cc2)C1 | 11
33 | Cc1cc(-c2ccncc2)nn1CCNC(=O)c1cc(Br)cs1 | 1
34 | COc1ccc(C(=O)NN=Cc2ccoc2)cc1 | -10
35 | Cc1ccc(C(=O)Nc2ccc(C(=O)NCCNC(=O)c3ccco3)cc2)cc1 | -2
36 | Cn1cccc1C(=O)N1CCN(c2nccn3nc4c(c23)CCCC4)CC1 | -4

3 compounds already listed, ordered by SMILES length, high to low.
nr | mol | PriA SSB inh
32 | CC1(C)CC(=O)CC(=NNC(=O)c2ccc(-c3ccccc3)cc2)C1 | 11
30 | CCn1ccc(C(=O)Nc2ccc3nc(N4CCN(C)CC4)sc3c2)n1 | -6&-2
33 | Cc1cc(-c2ccncc2)nn1CCNC(=O)c1cc(Br)cs1 | 1

Other entries.
nr | mol | PriA SSB inh
37 | Clc1nc2cc3c(cc2s1)OCCO3 | -14
38 | CS(=O)(=O)N1CCCCC1C(=O)N(Cc1ccccc1)Cc1ccccc1 (configuration not stated) | -9
39 | O=C(COc1ccc(-c2ccccc2)cc1)NN=Cc1cc(O)ccc1Br | 5
40 | CC1CCc2nn(CC(=O)Nc3ccccc3Cl)c(=O)cc2C1 (configuration not stated) | -1
41 | COc1ccccc1CCNC(=O)C(=O)Nc1cccc(NC(C)=O)c1 | -8
42 | Cc1ccnc(Nc2cc(NCCNS(=O)(=O)c3c(C)noc3C)nc(C)n2)c1 | 2
43 | CSCCC(C)(O)CNC(=O)C(=O)NCc1ccc2c(c1)OCO2 (configuration not stated) | -10
44 | COc1ccccc1NC(=O)CSc1nc(C)c(C)c(=O)[nH]1 | 4
45 | COc1ccc(Cl)c2sc(N3CCN(C(=O)c4ccc(Br)s4)CC3)nc12 | -4&0
46 | CCOc1ccc2nc(N(CCN(C)C)C(=O)c3ccc(S(=O)(=O)N4CCc5ccccc54)cc3)sc2c1 | 23
47 | O=S(=O)(NCCn1nc(C(F)(F)F)c2c1CCCC2)C1CC1 | 4
48 | Cc1nn(-c2ccc(C(=O)NCc3ccccc3Cl)cn2)c(C)c1C | -7
49 | Cc1cc(NC(=O)[C@H]2CCCN(c3ccc(-n4cncn4)nn3)C2)sn1 | -5
50 | Cc1cc(OC2CCN(C(=O)OC(C)(C)C)CC2)cc(=O)o1 | -11
51 | Cc1nc2ccc(Br)cn2c1C(=O)NN=Cc1ccccc1Cl | -5
52 | Cc1ccc(CNC(=O)Cn2nc(-c3cccs3)c3sc(N4CCOCC4)nc3c2=O)cc1 | 2
53 | COC(=O)c1sccc1S(=O)(=O)NCCc1nc(C)cc(C(F)(F)F)n1 | -20
54 | COCC1CCCN(C(=O)Nc2cc(OC)c(OC)c(OC)c2)C1 (configuration not stated) | 1
55 | COc1ccc(-c2cc(C(=O)NN=Cc3cccnc3)c3ccccc3n2)c(OC)c1 | 0
56 | Cc1ccc2nc(C3CN(S(=O)(=O)c4ccc5c(c4)OCCO5)C3)[nH]c2c1 | 5
57 | CC(=NNC(=O)C12CCC(C)(C(=O)O1)C2(C)C)c1ccccc1O (configuration not stated) | 5
58 | COc1ccc(C)c2sc(N(Cc3cccnc3)C(=O)c3cccc4ccccc34)nc12 | -5
59 | COC(=O)c1ccccc1NC(=O)CSc1ncc(-c2ccc(C)c(C)c2)o1 | -12
60 | O=C(NCCc1csc(-c2ccc(C(F)(F)F)cc2)n1)C(=O)Nc1cccc(Cl)c1 | -23
61 | COc1ccc(Cl)c2sc(N3CCN(C(=O)c4cc(C)oc4C)CC3)nc12 | -3
62 | Cc1ccc(OCC(=O)N2C3CCC2CC(S(=O)(=O)c2ccccc2)C3)cc1 (configuration not stated) | 79*
63 | COCCn1c(N)c(S(=O)(=O)c2cccc(C)c2)c2nc3ccccc3nc21 | 5
64 | O=C1c2cc(NS(=O)(=O)Cc3cc(F)cc(F)c3)ccc2OCCC2CCCCN12 (configuration not stated) | -17
65 | Cc1cccc(C)c1OCC(=O)NN=Cc1cccnc1 | -11
66 | Cc1noc(C)c1S(=O)(=O)Nc1ccc(-n2c(C)nc3ccccc3c2=O)cc1 | 0
67 | O=C(NCc1ccnc(-c2ccsc2)c1)c1ccc(N2CCOCC2)cc1 | -21
68 | COc1cc(C2NC(C(=O)O)CS2)cc(OC)c1OC (configuration not stated) | -1
69 | COc1ccc(CCn2c(O)c(C=NNC(=O)c3ccncc3)c(=O)[nH]c2=O)cc1OC | -13
70 | CCc1ccc(S(=O)(=O)N2CCC(Oc3cc(C)n(C)c(=O)c3)CC2)s1 | -9
71 | CCC(C)=NNc1nc2c(c(=O)[nH]c(=O)n2C)n1CCc1ccccc1 | -14
72 | COc1ccccc1-n1ncc2c(C(C)C)nnc(SCC(=O)Nc3cc(C)on3)c21 | -2
73 | CCCCCCc1cc2cc(-c3cn4c(n3)sc3ccccc34)c(=O)oc2cc1O | -7
74 | O=C(CCc1ccccc1)Nc1nnc(-c2ccccc2)s1 | -27
75 | CC[C@@](CNC(=O)COc1ccccc1C)(OC)c1ccccc1 | -3
76 | COc1ccccc1Nc1nc(N)c2ccccc2n1 | 3
77 | CCCCCc1ccc(C#Cc2ccc(OC)cc2)cc1 | -16&-5
78 | CCc1ccccc1NC(=O)NCCOc1ccc(F)cc1 | -17
79 | COc1ccc(C=NNS(=O)(=O)c2ccc(C)cc2)cc1OC(=O)c1ccc(C)cc1 | 15
80 | COc1ccc(C=NNc2nc(-c3ccc(C)cc3)c(C#N)c(=O)[nH]2)cc1 | -17
81 | COc1cccc(CSc2nccn3nc(-c4ccc(F)cc4)cc23)c1 | 1
82 | O=C(COc1ccccc1F)N(Cc1cnc2ccccn12)C1CC1 | 4
83 | COc1cc(/C=N/NC(=O)c2ccccc2F)ccc1Oc1ccc([N+](=O)[O-])cn1 | i
84 | COc1cccc(-n2nnc(C(=O)NCCc3ccc(Cl)cc3)c2-c2cccnc2)c1 | 4

Among those listed so far, these contain a CF3 group:
nr | mol | PriA SSB inh
11 | CC(=NOC(=O)c1cccc(C(F)(F)F)c1)c1sc(-c2ccccc2)nc1C | -11
47 | O=S(=O)(NCCn1nc(C(F)(F)F)c2c1CCCC2)C1CC1 | 4
53 | COC(=O)c1sccc1S(=O)(=O)NCCc1nc(C)cc(C(F)(F)F)n1 | -20
60 | O=C(NCCc1csc(-c2ccc(C(F)(F)F)cc2)n1)C(=O)Nc1cccc(Cl)c1 | -23

More results:
nr | mol | PriA SSB inh
85 | Cc1ccc(S(=O)(=O)N2CCN(c3cc(Nc4ccccn4)nc(C)n3)CC2)c(C)c1 | 5
86 | Cc1cc(C)c2sc(N3CCN(C(=O)C4CCCN(S(C)(=O)=O)C4)CC3)nc2c1 (configuration not stated) | -3
87 | Cn1cc(OCc2ccc(F)cc2)c(=O)cc1C(=O)N1CCN(Cc2ccccc2)CC1 | 2
88 | CCc1ccc(-c2cc3c(SCC(=O)Nc4ccc5c(c4)OCO5)nccn3n2)cc1 | -3
89 | CCOc1ccc(NC(=O)Nc2nccn(-c3cccc(Cl)c3)c2=O)cc1 | -11
90 | Cc1cc(NC(=O)C(=O)NCCc2ccc3c(c2)CCCN3C)c2ccccc2n1 | 42*
91 | COc1ccc(C=NN(C)C2=NS(=O)(=O)c3ccccc32)cc1OC | -2
92 | Cc1ccc(-n2cc(C(=O)NCc3ccc4c(c3)OCO4)nn2)cc1 | -4
93 | COc1ccc2nc(NC(N)=NC(=S)Nc3ccccc3)nc(C)c2c1 | -15
94 | COc1ccc(-c2cc(-c3cccs3)nc(SCc3c(C)noc3C)c2C#N)cc1OC | -10&-9
95 | CC(C)C(=O)N1N=C(c2cccs2)CC1c1cccs1 (configuration not stated) | -46
96 | Cc1nnc(C2CCCN(C(=O)c3ccccc3C(F)(F)F)C2)s1 (configuration not stated) | 2
97 | COC(=O)C1c2ccsc2CCN1C(=O)c1cc(=O)c2ccccc2o1 (configuration not stated) | -3
98 | CC(C)(C)c1csc(CN2CCN(CC(=O)NCc3ccccc3)CC2)n1 | 5
99 | COc1ccccc1[C@@H](O)Cn1cc(C(=O)NCc2cc(F)cc(F)c2)nn1 | 0
100 | O=[N+]([O-])c1ccc(CBr)c2ncccc12 | 15
101 | O=C(CCc1csc(NC(=O)c2ccc[nH]c2=O)n1)Nc1cccnc1 | 2
102 | CCOC(=O)N1CCN(CC(O)COc2ccc(Cl)cc2)CC1 (configuration not stated) | 4
103 | Cc1noc(C)c1CC(=O)N1CCCC(Cc2n[nH]c(=O)n2-c2ccccc2F)C1 (configuration not stated) | 3
104 | COc1ccc2c(c1C)O/C(=C\c1ccc3c(c1)OCO3)C2=O | -11
105 | N#CC1(Sc2ccccc2)CCOCC1 | -14
106 | Cn1cc(Br)c(C(=O)NN=Cc2cc3c(cc2Cl)OCO3)n1 | -3
107 | O=C(CN1CCN(CC(O)C2CC2)CC1)Nc1cccnc1 (configuration not stated) | -17
108 | COc1ccc2cc(C(=O)NCC(O)(c3ccccc3)C(F)(F)F)[nH]c2c1 (configuration not stated) | -4

From no. 1 to 4, as listed above:
nr | mol | PriA SSB inh
1 | O=C(NCCc1ccc(F)cc1)c1ccc(Cn2cnc3ccccc32)o1 | -8
2 | COc1ccc(Cl)cc1C(=O)Nc1ccc(-n2nnn(C)c2=O)cc1 | -4
3 | COc1cc(C(=O)NN=Cc2ccc(OC(=O)c3cccc(C)c3)cc2)ccc1O | 0
4 | CCOCC(=O)Nc1c(C)nc2cc(C)ccn2c1=O | -10

Further structures
nr | mol | PriA SSB inh
109 | O=C(C1CCCCC1)N1CCN(c2nc3c(F)cc(F)cc3s2)CC1 | -11
110 | CC(CCC1=C(C)CCCC1(C)C)=NNC(N)=S | -1
111 | CCOC(=O)CC(C(C)=NO)c1ccccc1 (configuration not stated) | -2
112 | COc1cccc(C=Nn2c(COc3ccccc3)n[nH]c2=S)c1O | 10
113 | O=C(Cn1nc(-c2ccco2)c2sc(N3CCCC3)nc2c1=O)NC1CCCCC1 | -15
114 | Oc1ccc(C=NNc2cc(N3CCCC3)nc(N3CCCC3)n2)cc1 | -8
115 | CCC(=NO)C(=O)c1ccc(Br)cc1 | -11
116 | O=C(c1cnn2ccccc12)N1CCN(S(=O)(=O)c2ccccc2F)CC1 | -4
117 | Cc1ccc(N2CCCS2(=O)=O)cc1NC(=O)CCc1ccc(S(C)(=O)=O)cc1 | -4
118 | O=C(O)C1(c2cccs2)CCCC1 | 13
119 | CC(Cc1ccccc1)=NNC(=O)CNC(=O)c1ccccc1O | -4
120 | CCCCNC(=O)c1ccc(-n2ccnc2SCC(=O)Nc2ccc(C(=O)OCC)cc2)cc1 | -10
121 | COC(=O)N1CCc2ccc(Br)cc2C1C(=O)NCc1ccccc1F (configuration not stated) | -13
122 | COc1ccc2nc(-c3cccc(NS(=O)(=O)c4cccc(Cl)c4Cl)c3)cn2n1 | -1
123 | CO[C@@]1(CNC(=O)CSCc2ccccc2)CCSC1 | -8
124 | CC(C)(C)[C@H]1CCc2c(sc3nc(CCC(=O)N4CCN(C(=O)c5ccco5)CC4)[nH]c(=O)c23)C1 | -20
125 | CSc1cccc(NC(=O)C(=O)NCC(c2cccc3ccccc23)N2CCOCC2)c1 (configuration not stated) | 0
